Giardia FBPA inh = qHTS Assay for Inhibitors of Fructose-1,6-bisphosphate Aldolase from Giardia Lamblia | A8B2U2 | purified Giardia FBPA | Potency, µM (doses to about 59.6 µM), for inactives: at the highest dose activity, negative = inhibition, actives largely listed as inhibitors | 290,000 tested, 0.71% active | AID 2451, 2010; further: potency means the concentration at half of the fitted maximal effect; nearly all actives have a fitted effect of over 55% in size
Target sequence (A8B2U2 whole entry, looked up): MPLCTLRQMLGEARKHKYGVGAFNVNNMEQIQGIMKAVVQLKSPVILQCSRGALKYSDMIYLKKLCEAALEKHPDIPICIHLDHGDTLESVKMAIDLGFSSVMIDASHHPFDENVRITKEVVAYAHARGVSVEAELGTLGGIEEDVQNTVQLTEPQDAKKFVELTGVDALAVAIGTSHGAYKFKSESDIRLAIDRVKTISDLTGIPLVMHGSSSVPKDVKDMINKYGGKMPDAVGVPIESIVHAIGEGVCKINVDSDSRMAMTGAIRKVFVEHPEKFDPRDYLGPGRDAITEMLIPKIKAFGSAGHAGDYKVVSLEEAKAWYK
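40 nM FBPA preincubated 10 min at RT with compound (up to 57.5 uM final), then substrate plus GAPDH/TPI/NAD/arsenate coupling and diaphorase/resazurin added. Fluorescence read after 20 min at RT, 525/598 nm.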
Sm TGR block = qHTS Assay for the Inhibitors of Schistosoma Mansoni Peroxiredoxins | purified TGR, DTNB reduction, TNB absorbance 405 nm | 360,000 tested, 3% active | Potency, µM (doses to about 114 µM), for the others: top-dose activity change, negative = inhibition, most hits filed as inhibitors; further: potency means the concentration at half of the fitted maximal effect; nearly all actives have a fitted effect of over 60% in size
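TGR 20 nM + NADPH 100 uM (dispensed conc.), cpd preinc 15 min RT; start with NADPH (500 uM addition) then DTNB (15 mM addition). Kinetic TNB absorbance, 405 nm filter. Four-parameter Hill fit across titration.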
HCV inhibitor = qHTS Assay for Inhibitors of Hepatitis C Virus (HCV). Huh7.5.1 HCVcc-Cre infection, luciferase reporter, 44 h. Potency, µM (titrated, usually from 41.8 µM), for inactives: top-dose activity change, negative = inhibition, actives largely listed as inhibitors. 340,000 tested, 3.4% active. AID 651820, 2012; further: potency means the concentration at half of the fitted maximal effect
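Seed cells (1,000/well) for 4 h; treat with compound and infect with HCVcc-Cre, moi about 0.5. Incubate 44 h, then detect luciferase activity.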
HCMV antiviral = qHTS Assay for inhibitors of the human cytomegalovirus (HCMV); HFF cells, HCMV-luciferase reporter, 72 h; hits give low values; activity change, negative = inhibition, % at 57.5 µM; 410,000 tested, 4.5% active; AID 1259415, 2018; in the data active means activity change below about -60%; inconclusive means no clear call, values can overlap the other calls; inactive means above about -39%
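HFF cells seeded 16 h at 37C, treated with compounds, infected with luciferase-reporter HCMV at MOI 1 PFU/cell; luciferase read at 72 h post infection, normalized to buffer-only and Salinomycin controls.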
AMA1-RON2 inh = qHTS for Inhibitors of AMA1-RON; Towards Development of Antimalarial Drug Lead: Primary Screen; Potency, µM (titrated, usually from 58.2 µM), for the others: at the highest dose activity change, negative = inhibition, usual class: inhibitors; 360,000 tested, 0.2% active; Plasmodium falciparum AMA1 (3D7) - RON2 peptide interaction; AlphaScreen AMA1-biotinylated RON2 peptide binding;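 further: potency means the concentration at half of the fitted maximal effect; 0% = vehicle wells and -100% = peptide control; nearly all actives have a fitted effect of over 45% in size; some results filed as inactive show a strong effect at the top dose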
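AMA1 (3D7) with his tag at 25 nM final met compounds first, then biotinylated RON2 peptide at 25 nM; detection used donor plus acceptor beads, 10 µg/mL apiece, read by AlphaScreen after 30 min at room temperature.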
AmpC detergent = qHTS Inhibitors of AmpC Beta-Lactamase (assay with detergent) | P00811 | AmpC hydrolysis of nitrocefin, absorbance 480 nm, 0.01% Triton | Potency, µM (doses to about 114 µM), inactives show at the highest dose activity change, negative = inhibition, most hits filed as inhibitors | 370,000 tested, 0.041% active;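 further: potency means the concentration at half of the fitted maximal effect; 0% = no-compound wells and -100% = no-enzyme wells; nearly all actives have a fitted effect of over 25% in size; some results filed as inactive show a strong effect at the top dose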
Target sequence (P00811 whole entry, looked up): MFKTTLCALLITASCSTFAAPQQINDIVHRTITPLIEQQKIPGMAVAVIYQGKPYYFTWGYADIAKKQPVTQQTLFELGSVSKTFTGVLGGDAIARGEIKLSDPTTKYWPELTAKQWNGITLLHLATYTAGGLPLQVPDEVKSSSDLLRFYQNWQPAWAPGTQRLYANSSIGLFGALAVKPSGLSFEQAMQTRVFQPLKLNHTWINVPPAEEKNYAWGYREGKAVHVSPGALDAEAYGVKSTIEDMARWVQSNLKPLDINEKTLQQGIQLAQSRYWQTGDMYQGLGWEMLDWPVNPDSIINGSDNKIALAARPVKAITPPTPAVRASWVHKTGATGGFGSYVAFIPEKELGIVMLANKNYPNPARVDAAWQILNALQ
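AmpC (5.3 nM in the dispensed reagent) in 20 mM phosphate pH 7.0 with 0.01% (detergent screen) or 0.0001% Triton X-100 was preincubated with compounds for 15 min at room temperature. Nitrocefin was then added from an 800 uM solution, and hydrolysis was followed at 480 nm.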
* marks the source's active call; other numbers are inactive results; ? = inconclusive; · = not tested or not shown; & = joins results of further samples; [ ] = another dose, or the depositor's remark. Unless noted, the call rests on the fitted dose curve; in most records, active means well fitted curve in the direction sought with a large enough effect; inconclusive means small, poorly fitted or top-dose-only effect, or another doubt; inactive means no such curve, though single readings can be large; an effect the other way counts as inactive or inconclusive. Unless noted, on the % scale 0 is the no-effect control and ±100 the full control effect.

SMILES	Giardia FBPA inh	Sm TGR block	HCV inhibitor	HCMV antiviral	AMA1-RON2 inh	AmpC detergent
COc1cc(/C=N/NC(=O)c2ccncc2)cc(OC)c1OC	-6%	10%	11%	31	-8%	-15%
O=C(CSc1ccccc1)Nc1nccs1	1%	-12%	13%	-17	6%	-15%
Cc1nc2c(-c3ccc(F)cc3)c(C)nn2c(N2CCOCC2)c1C	4%	4%	5%	-36	32%[activator]	4%
CC(=O)Nc1ccc(C(=O)OCC(=O)c2ccc(F)cc2)cc1	2%	-10%	18%	-33	12%	-16%
CCC(CC)N1CCN(CCc2ccccc2)C(CCO)C1 (stereo unspecified)	0%	2%[57.1 µM]	-9%	21	11%	-2%
CCOc1ccc(NS(=O)(=O)c2ccc(C(=O)NCc3ccccn3)cc2)cc1	·	1%	-25%	6	16%	?
Cc1cc(=O)[nH]c(N2CCN(Cc3ccccc3)CC2)n1	2%	4%	-2%	-3	-6%	-3%
CC(=O)Oc1ccc(Cl)cc1CN(C(C)=O)C1CCCCC1	·	·	?	-18	9%	·
CCN(C(=O)CSc1n[nH]c(N)n1)c1cccc2ccccc12	·	·	24%	-4	4%	·
CCn1c(Cc2ccccc2)nnc1SCC(=O)Nc1ccc(S(N)(=O)=O)cc1	-1%	-6%	8%	-2	1%	-14%
O=C1NCN(c2ccccc2)C12CCN(c1nnnn1-c1ccccc1)CC2	-13%	-22%	-21%	-30	10%	?
Cc1ccccc1CS(=O)(=O)c1cnc2ccccc2n1	-12%	-25%	?	?	34%	0%
Cc1cc(=O)oc2c(CN3CCCC3)c(O)ccc12	-4%	7%	-3%	4	-3%	3%
C[C@H]1CN([C@@H](C)CO)C(=O)Cc2cc(NC(=O)CCC(F)(F)F)ccc2O[C@H]1CN(C)C(=O)Nc1ccc(F)cc1	·	·	18%	0	-9%	·
Cc1ccc(C(=O)c2cc([N+](=O)[O-])ccc2N2CCN(C)CC2)cc1	2%	7%	?	?	-6%	-15%
O/N=C1\CCSc2ccc(F)cc21	-16%	-23%	14%	-18	4%	0%
Cc1occc1C(=O)N/N=C/c1ccc(-c2ccccc2)cc1	-11%	0%	-18%	61	8%	-3%
C=C(C)CCC1(C)NC(=O)N(c2ccccc2)N1 (stereo unspecified)	0%	-3%	15%	4	-6%	10%
O=C(OCCNC(=O)c1ccc2ccccc2n1)c1ccc(F)cc1	-2%	20%	1%	45	32%[activator]	-6%
C=CCn1c(C)c(C(C)=O)c(SC)nc1=S	-17%	0%	12%	-4	10%	?
N[C@@H](CO)c1nnc([C@H](Cc2ccc(O)cc2)NC(=O)C2CCNCC2)o1	-12%	5%	-4%	-18	116%[activator]	8%
Cc1cc(N/N=C/c2ccc([N+](=O)[O-])o2)nc2ccccc12	-7%	-7%	10µM*	-79*	-18%	3%
O=C(C1CC(c2cccc(Br)c2)=NO1)N1CCc2ccccc2C1 (stereo unspecified)	0%	9%	-20%	-13	14%	2%
COc1ccc(C2Nc3ccccc3C(=O)N2NS(C)(=O)=O)cc1OC (stereo unspecified)	1%	13%	18%	-26	-5%	4%
CCn1c(=O)cc(OCC(=O)Nc2cccc(C)n2)c2ccccc21	-1%	-3%	-16%	-4	8%	3%
SMILES	Giardia FBPA inh	Sm TGR block	HCV inhibitor	HCMV antiviral	AMA1-RON2 inh	AmpC detergent
Cc1cc(C)n2c(Nc3ccc(C(C)C)cc3)c(-c3ccsc3)nc2n1	·	-6%	·	18	·	3%
CC(=O)NC(Cc1cccc(F)c1)C(=O)NC1CCN(c2ncccc2[N+](=O)[O-])CC1 (stereo unspecified)	1%	15%	-5%	10	5%	5%
O=C(c1cccc(S(=O)(=O)N2CCCC2)c1)N1CCN(Cc2ccccc2)CC1	·	-25%	-9%	-10	11%	-3%
Cc1ccc(CC(=O)Nc2ccc(S(=O)(=O)N3CCOCC3)cc2)cc1	2%	2%	-3%	-5	0%	2%
CCN1CCN(c2ccc(S(=O)(=O)N3CCCCC3)cc2NC(=O)c2ccc(F)cc2)CC1	4%	-5%	-17%	4	4%	-7%
Cc1ccc(CCNC(=O)c2ccc(CNS(=O)(=O)c3ccc(C)cc3)cc2)cc1	·	-5%	·	-11	·	4%
O=C(Nc1ccc(-c2nc3ccccc3o2)cc1)c1cc(-n2cnnc2)ccc1Cl	0%	-1%	?	-97*	-18%	3%
Cc1ccc(CN(c2ccc(C(=O)Nc3cccnc3)cc2)S(C)(=O)=O)cc1	3%	0%	-2%	-15	-10%	-1%
CC(C)Oc1cccc(C(=O)N2CCCC2)c1	-2%	0%	14%	-29	-11%	3%
O=C(COc1ccccc1)N1CCN=C1SCc1cccc(F)c1	4%	0%	7%	-12	18%	5%
Cc1cc(C)c(NC(=O)CCc2c(C)noc2C)c(C)c1	·	0%	-2%	?	-1%[11.6 µM]	-6%
Cc1cccc(NC(=O)C2CCCN2C(=O)Oc2ccccc2)c1 (stereo unspecified)	3%	0%	-1%	-26	39%	-9%
Cc1ccc(-n2c3nc(=O)[nH]c(=O)c-3cc3c(C)nn(-c4ccccc4)c32)cc1Cl	·	3%	·	15	·	4%
CC(=O)NCCC(=O)N1CCCC(N2CCN(c3cccc(Cl)c3)CC2)C1 (stereo unspecified)	9%	-3%	5%	32	0%	?
CC1CCC(C(C)C)C(OC(=O)C2=C3c4ccccc4S(=O)(=O)N3CC2)C1 (stereo unspecified)	-1%	-24%	9%	-1	0%	3%
CS(=O)(=O)N(CC(=O)NCCSCc1cccc(Cl)c1)c1ccc(F)cc1	-5%	1%	-11%	12	-3%	-19%
O=C(Nc1ccc(F)cc1F)c1ccc2nc(N3CCOCC3)sc2c1	9%	-1%	13µM*	-19	0%	0%
CCOP(=O)(OCC)C(NC(=O)Nc1cccc(Cl)c1)C(N)=O (stereo unspecified)	9%	-1%	7%	19	-5%	-8%
O=C(CSc1n[nH]c(=O)n1Cc1ccco1)Nc1ccccc1Cl	6%	-15%	-18%	4	6%	-8%
COc1cccc(C(=O)O/N=C(\N)CS(=O)(=O)c2ccccc2)c1	·	0%	8%	42	4%	-13%
Cc1c(/C=N/n2cnnc2)c2ccccc2n1CCOc1ccccc1	3%	-10%	?	53	7%	?
Cc1cccc(-c2noc(-c3ccccc3NC(=O)C3CC(=O)N(c4ccccc4C)C3)n2)c1 (stereo unspecified)	·	-5%	·	45	·	29%
CCN(CC)C(=O)CSc1ncnc2c1cnn2Cc1ccccc1	2%	0%	-17%	-21	-1%	?
Cc1cccn2c(=O)c(/C=C(\C#N)C(N)=O)c(N3CCN(Cc4ccc5c(c4)OCO5)CC3)nc12	-3%	-1%	?	-80*	-25%	?
CCCOc1ccc(OCCn2nc(C(=O)O)c3ccccc3c2=O)cc1	-23%	-7%	16%	85	-12%	-8%
SMILES	Giardia FBPA inh	Sm TGR block	HCV inhibitor	HCMV antiviral	AMA1-RON2 inh	AmpC detergent
Cc1ccc(N2C(=O)CCC2(C#N)c2ccccc2)cc1 (stereo unspecified)	0%	4%	?	-5	2%	-11%
COc1cc(/C=N/NC(=O)c2ccc(CSc3nc4ccccc4[nH]3)cc2)cc(OC)c1OC	16%	3%	?	22	-4%	-3%
Cc1ccc(COCC(CC(C)C)N2CCN(C(=O)c3cccc(C(F)(F)F)c3)CCC2=O)cc1 (stereo unspecified)	-3%	-12%	-24%	0	-10%	?
COc1ccc(C2NC(=O)c3c(sc4c3CCN(C)C4)N2)cc1O (stereo unspecified)	·	-1%	·	0	·	-5%
O=C(O)c1cc(C2CC2)nc2ccccc12	-14%&-11%	-1%	15%	20	-1%	2%
S=C(NCCc1ccccc1)Nc1ccccc1	-10%	-34%	?	?	-13%	4%
CC(C)CNC(=O)C(=O)Nc1cc2c3c(c1)C(C)C(=O)N3CCC2 (stereo unspecified)	·	-2%	3%	47	5%	-10%
CC(C)C(=O)Nc1c2c(nc3c1CCC3)CCCC2	12%	7%	1%	-15	-5%	-13%
O=C1CCCN1CN1CCCCC1	-26%	-6%	25%	-11	-4%	?
CC(=O)Nc1ccc(S(=O)(=O)N=S(C)(C)=O)cc1	7%	-7%	4%	?	-7%	-2%
O=c1cc(CN2CCN(S(=O)(=O)c3ccc4c(c3)OCCO4)CC2)c2ccc(O)cc2o1	-5%	-1%	?	25	-14%	1%
CC(=O)c1ccc(NS(=O)(=O)c2ccc3[nH]c4c(c3c2)CCCC4)cc1	·	-1%	·	2	·	5%
Cc1csc2c(=O)sc(NC(=O)c3ccc(F)cc3)nc12	2%	-2%	-11%	?	-20%	-4%
COc1ccc(C)cc1S(=O)(=O)N(CC(N)=O)Cc1ccccc1	9%	-1%	18%	-1	-3%	-2%

Entries shown so far that have fluorine (12):
SMILES	Giardia FBPA inh	Sm TGR block	HCV inhibitor	HCMV antiviral	AMA1-RON2 inh	AmpC detergent
Cc1nc2c(-c3ccc(F)cc3)c(C)nn2c(N2CCOCC2)c1C	4%	4%	5%	-36	32%[activator]	4%
CC(=O)Nc1ccc(C(=O)OCC(=O)c2ccc(F)cc2)cc1	2%	-10%	18%	-33	12%	-16%
C[C@H]1CN([C@@H](C)CO)C(=O)Cc2cc(NC(=O)CCC(F)(F)F)ccc2O[C@H]1CN(C)C(=O)Nc1ccc(F)cc1	·	·	18%	0	-9%	·
O/N=C1\CCSc2ccc(F)cc21	-16%	-23%	14%	-18	4%	0%
O=C(OCCNC(=O)c1ccc2ccccc2n1)c1ccc(F)cc1	-2%	20%	1%	45	32%[activator]	-6%
CC(=O)NC(Cc1cccc(F)c1)C(=O)NC1CCN(c2ncccc2[N+](=O)[O-])CC1 (stereo unspecified)	1%	15%	-5%	10	5%	5%
CCN1CCN(c2ccc(S(=O)(=O)N3CCCCC3)cc2NC(=O)c2ccc(F)cc2)CC1	4%	-5%	-17%	4	4%	-7%
O=C(COc1ccccc1)N1CCN=C1SCc1cccc(F)c1	4%	0%	7%	-12	18%	5%
CS(=O)(=O)N(CC(=O)NCCSCc1cccc(Cl)c1)c1ccc(F)cc1	-5%	1%	-11%	12	-3%	-19%
O=C(Nc1ccc(F)cc1F)c1ccc2nc(N3CCOCC3)sc2c1	9%	-1%	13µM*	-19	0%	0%
Cc1ccc(COCC(CC(C)C)N2CCN(C(=O)c3cccc(C(F)(F)F)c3)CCC2=O)cc1 (stereo unspecified)	-3%	-12%	-24%	0	-10%	?
Cc1csc2c(=O)sc(NC(=O)c3ccc(F)cc3)nc12	2%	-2%	-11%	?	-20%	-4%

Screens (PubChem BioAssay)

Compounds were not picked by outcome; any-hit rate near 9.3%.
